# From PubChem BioAssay
# PP1 counter: counter-screen for PP5 inhibitors: inhibitors of human PP1-alpha; P62136; purified PP1alpha, OMFP fluorescence; inhibition, % at 6.7 µM; 0.9% of 320,000 active;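 active means inhibition above the mean inhibition of all tested compounds plus 3 SD, computed separately for each screening campaign, cut at about 15% in these data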
# Target sequence (P62136 whole entry, looked up): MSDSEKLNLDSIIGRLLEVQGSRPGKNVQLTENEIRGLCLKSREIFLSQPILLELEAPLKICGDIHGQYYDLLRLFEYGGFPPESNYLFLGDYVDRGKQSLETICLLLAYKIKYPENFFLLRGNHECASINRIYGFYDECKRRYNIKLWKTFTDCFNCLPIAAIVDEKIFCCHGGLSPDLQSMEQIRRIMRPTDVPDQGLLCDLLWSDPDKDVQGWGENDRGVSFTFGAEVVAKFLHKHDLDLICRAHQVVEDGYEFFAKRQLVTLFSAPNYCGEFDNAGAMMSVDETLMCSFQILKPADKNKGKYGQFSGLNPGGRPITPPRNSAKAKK
# EBNA-1 inhibitor: blocks EBNA-1 binding to DNA. inhibition, % at 14.8 µM. EBNA-1 DNA binding, fluorescence polarization. AID 1950. 0.34% of 300,000 active; in the data active means inhibition above about 28%
# PP5 primary: blocks human protein phosphatase 5 activity; inhibition, % at 6.7 µM; purified PP5c, OMFP substrate fluorescence; AID 1987; P53041; 0.18% of 320,000 active;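 active means inhibition above the campaign's mean inhibition across all tested compounds plus 3 SD, cut at about 9.5% in these data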;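 further: 0% = DMSO only and 100% = 100 µM cantharidin control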
# Target sequence (P53041 whole entry, looked up): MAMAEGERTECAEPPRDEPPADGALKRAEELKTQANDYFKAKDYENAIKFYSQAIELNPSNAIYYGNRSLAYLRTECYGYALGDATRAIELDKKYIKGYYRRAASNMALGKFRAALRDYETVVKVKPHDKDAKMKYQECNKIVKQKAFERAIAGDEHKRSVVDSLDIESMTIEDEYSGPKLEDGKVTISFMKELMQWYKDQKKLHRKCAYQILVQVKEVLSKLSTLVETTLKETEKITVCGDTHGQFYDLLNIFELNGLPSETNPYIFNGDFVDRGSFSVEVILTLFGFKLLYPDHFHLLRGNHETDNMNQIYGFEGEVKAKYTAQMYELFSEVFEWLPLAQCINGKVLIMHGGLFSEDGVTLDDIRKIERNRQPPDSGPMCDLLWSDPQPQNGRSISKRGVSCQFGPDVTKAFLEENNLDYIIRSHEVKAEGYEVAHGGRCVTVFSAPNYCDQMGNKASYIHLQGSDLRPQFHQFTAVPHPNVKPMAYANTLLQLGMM
# ZTA counter: ZTA (EBV) inhibition in EBNA-1 counter-screen | P03206 | ZTA-DNA binding, fluorescence polarization | inhibition, % at 11 µM | 0.15% of 320,000 active | AID 2234; in the data active means inhibition above about 33%
# Target sequence (P03206 whole entry, looked up): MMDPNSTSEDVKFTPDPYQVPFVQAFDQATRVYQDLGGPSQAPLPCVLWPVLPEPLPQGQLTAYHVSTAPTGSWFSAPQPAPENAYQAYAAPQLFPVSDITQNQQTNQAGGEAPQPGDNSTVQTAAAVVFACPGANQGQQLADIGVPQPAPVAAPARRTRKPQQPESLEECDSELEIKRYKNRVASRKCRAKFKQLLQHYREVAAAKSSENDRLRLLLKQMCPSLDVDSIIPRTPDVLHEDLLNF
# TPT1 inh: C. albicans TPT1 enzyme inhibition | 0.81% of 300,000 active | recombinant caTPT1, FP RNA substrate dephosphorylation | inhibition, % at 5 µM;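 active means inhibition above the mean of all tested compounds plus 3 SD, set per screening campaign, cut at about 24% in these data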;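 further: plate controls were DMSO alone for no effect and ferristatin control at 100 nM for full effect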
# PREPL inhibitor: human PREPL enzyme inhibition; AID 2751; recombinant PREPL, fluorescence polarization activity-based probe; inhibition, % at 5.96 µM; 0.68% of 320,000 active; in the data active means inhibition above about 43%;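 further: 0% = enzyme with DMSO and 100% = wells lacking enzyme; many of its hits are not listed in these tables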
# Efflux pump inh: blocks antifungal efflux pumps in multiplex yeast assay. S. cerevisiae Candida pump triplex, Nile Red efflux. inhibition, % at 10 µM. AID 485275. 0.44% of 330,000 active;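 active means plate passing quality check with inhibition over a set limit, or well fluorescence over plate mean plus 4 SD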;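 further: Nile Red retained in pooled yeast measured as flow cytometry median fluorescence; 0% = buffer negative control and 100% = Enniatin B positive control; higher means more Nile Red kept so more efflux inhibition; some compounds called inactive have numbers as strong as hits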
# CTSL1 counter: blocks F. hepatica cathepsin L1 in PFM18AAP counter-screen | recombinant F. hepatica cathepsin L1, Z-Leu-Arg-MCA fluorescence | inhibition, % at 5.96 µM | 0.49% of 300,000 active;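 active means inhibition above the mean of all tested compounds plus 3 SD, set per screening campaign, cut at about 17% in these data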;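 further: 0% = plate median of test compound wells and 100% = 1 µM Z-Phe-Ala-diazomethylketone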
# HCV core dimer: HCV core protein dimerization inhibition; TR-FRET GST/Flag-core106 dimerization, 1536-well; inhibition, % at 5 µM; 0.33% of 300,000 active; AID 1899;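 active means inhibition above the mean of all tested compounds plus 3 SD, set per screening campaign, cut at about 45% in these data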
#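 System: GST/Flag-tagged HCV core106 proteins. Incubation: compound-protein-antibody incubation 4 h at 22.5 °C. Technique: HTRF with 340 nm excitation, 617/671 nm emission. Medium: KF-containing HEPES buffer, pH 7.45, DTT, CHAPS, BSA. Read-out: inhibition (%) from 671 over 617 nm ratio. Also added: Eu(K)-anti-GST 90 ng/mL plus XL665-anti-Flag 1 µg/mL.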
# Numbers without * were called inactive; nt = no result given. Only part of the results is shown; rates above refer to the full screens.
SMILES,PP1 counter,EBNA-1 inhibitor,PP5 primary,ZTA counter,TPT1 inh,PREPL inhibitor,Efflux pump inh,CTSL1 counter,HCV core dimer
CC(C)(C)c1cc(C2=CSC3=NCCN23)cc(C(C)(C)C)c1O,4.4,1.6,-0.2,-8.7,-1.1,9.5,0.1,-3.9,-2.1
CC(NC(=O)c1ccc(F)cc1F)C1CC2CCC1C2 (centres undefined),6.1,-21.8,1.6,0.7,0.1,2.0,0.1,-2.0,-13.4
COc1ccc(NC(=O)C(c2ccccc2)N(C)C(=O)c2ccc(=O)[nH]c2)cc1 (centres undefined),-1.5,-0.5,2.2,-5.3,1.9,9.9,-0.4,3.5,-5.4
Cc1ccc(C)c(N(C(=O)c2ccco2)C(C(=O)NC2CCCC2)c2ccco2)c1 (centres undefined),-0.2,-7.6,2.8,3.5,2.0,-11.0,0.3,-12.3,-0.4
c1ccc(OCc2nnnn2-c2ccccc2)cc1,0.1,8.4,-1.3,12.3,-3.8,-6.0,0.3,-5.4,-1.6
NC(=O)C1(N2CCCCC2)CCN(Cc2ccc(Br)cc2)CC1,3.3,2.0,0.4,-13.8,-4.6,-16.4,0.1,1.1,-2.5
N#Cc1ccc(OC(=O)C2CCN(C3=NS(=O)(=O)c4ccccc43)CC2)cc1,-0.4,nt,2.4,-8.8,nt,1.1,0.0,nt,nt
Cc1cc(F)c(F)c(C(=O)N2CCOCC2)c1Cl,3.5,-3.7,2.6,-6.0,-4.7,0.8,0.0,0.0,-8.3
O=C(NCCSCc1c(F)cccc1Cl)c1ccco1,-1.9,14.0,0.3,17.9,-2.0,-1.2,0.1,-2.4,-0.7
C/C(CC(=O)N1CCN(C=O)CC1)=N\NC(=O)c1cccc([N+](=O)[O-])c1,0.9,8.0,1.1,4.0,-2.8,7.3,-0.1,6.0,1.2
CCOc1ccccc1OCCCC(=O)NNC(=O)c1nn(C)c(=O)c2ccccc12,-0.5,nt,2.2,1.5,nt,9.5,0.2,nt,nt
C=CCn1c(Sc2nc(C)cs2)nc2c1c(=O)[nH]c(=O)n2C,-2.7,7.6,0.8,21.4,-2.8,6.2,-0.1,0.0,-0.9
COc1cccc(-n2c(N)c(-c3nc4ccccc4[nH]3)sc2=S)c1,-0.8,-7.2,2.5,-1.9,0.8,10.4,0.1,-2.0,-7.9
CCOc1cc(CNCc2cccnc2)cc(Br)c1OCC(N)=O,-1.8,9.3,0.9,-0.1,-5.1,2.8,-0.1,-6.6,-9.6
Cn1nc(C(=O)N2CCc3ccccc3C2)c2ccccc2c1=O,-1.3,-3.3,1.1,-9.9,-6.3,16.2,0.1,-3.5,9.6

# Another view of part of the listing above.
# Value order – PP1 counter | EBNA-1 inhibitor | PP5 primary | ZTA counter | TPT1 inh | PREPL inhibitor | Efflux pump inh | CTSL1 counter | HCV core dimer
NC(=O)C1(N2CCCCC2)CCN(Cc2ccc(Br)cc2)CC1
  3.3 | 2.0 | 0.4 | -13.8 | -4.6 | -16.4 | 0.1 | 1.1 | -2.5
N#Cc1ccc(OC(=O)C2CCN(C3=NS(=O)(=O)c4ccccc43)CC2)cc1
  -0.4 | nt | 2.4 | -8.8 | nt | 1.1 | 0.0 | nt | nt
Cc1cc(F)c(F)c(C(=O)N2CCOCC2)c1Cl
  3.5 | -3.7 | 2.6 | -6.0 | -4.7 | 0.8 | 0.0 | 0.0 | -8.3

# (listing goes on)
SMILES,PP1 counter,EBNA-1 inhibitor,PP5 primary,ZTA counter,TPT1 inh,PREPL inhibitor,Efflux pump inh,CTSL1 counter,HCV core dimer
CC1(C)Cc2nc3oc4c(N(CCO)Cc5ccccc5)ncnc4c3cc2CO1,2.6,0.2,2.2,-5.9,-0.6,3.5,0.1,0.4,3.6
O=C(O)c1ccc(N=Cc2c(O)ccc3ccccc23)cc1,9.6,-11.2,-0.3,3.0,-0.6,5.0,0.0,-3.0,4.2
CC(C)(C)OC(=O)N[C@@H](Cc1ccccc1)C(=O)NCC1CCC(C(=O)O)CC1 (some centres undefined),-5.1,3.6,-0.2,-14.3,-0.5,10.9,-0.1,-0.1,-4.9
Cc1cccnc1NC(=O)CSc1nnc(Cc2ccccc2)o1,-4.1,-9.2,0.0,-7.6,-0.3,10.4,-0.2,0.5,-3.2
CCOC(=O)CC1CCCCN1C(=O)c1ccc2nc(CCOC)oc2c1 (centres undefined),-0.2,-10.9,-1.7,-2.6,-0.8,2.1,-0.1,-0.9,-6.5
Nc1nc(SCCN2C(=O)c3ccccc3C2=O)n[nH]1,-2.0,-14.3,0.8,-12.8,-2.5,-4.6,0.0,-3.8,0.4
COc1ccc2nc(N3CCOCC3)cc(C)c2c1,-4.5,3.5,0.1,8.9,0.7,0.5,0.0,0.8,3.5
CCOC(=O)CN(C(=O)CN1CCC(n2nnc3cc(C)ccc32)CC1)c1ccccc1,-5.4,-0.6,0.7,7.7,0.4,16.5,0.3,-1.8,8.5
O=C(Cn1cnc(S(=O)(=O)N2CCCC2)c1)Nc1cccc(F)c1,-2.1,1.7,1.8,-17.3,-2.2,5.7,-0.2,-4.0,-7.4
CCCCNC(=O)CN1C(=O)C(CC)Oc2ccc(Cl)cc21 (centres undefined),1.2,9.3,2.8,-23.1,-2.6,11.8,0.0,-1.0,-5.0
CNc1nc(Cl)nc(Nc2ccccc2)n1,13.5,-8.1,-1.7,-0.9,-3.5,-3.9,0.3,-3.0,0.3
Cc1cccc(Cc2nnc(CCC(=O)NCc3cnc4ccccn34)o2)c1,-3.4,-0.6,-0.3,14.0,-0.5,-2.6,-0.1,-4.5,2.5
O=[N+]([O-])c1cccc2ncccc12,-22.0,-5.9,10.4*,28.3,-1.3,1.8,0.3,-0.2,1.2
O=C(Oc1ccnc2cc(Cl)ccc12)N1CCOCC1,0.3,3.8,-0.2,-0.4,-4.2,16.0,-0.1,0.9,-2.1
O=C(Cn1c(=O)oc2ccccc21)Nc1ccccc1C(F)(F)F,0.1,-5.9,-1.3,-7.0,-3.5,4.3,-0.1,3.4,-2.7
COC(=O)c1ccc(/C=C/c2c(-c3ccc(OC)cc3)oc3ccccc23)cc1,-1.1,-4.2,-0.6,-11.3,-1.0,-3.8,0.0,-0.2,-6.6
CCn1c(=O)n(CC)c2cc(S(=O)(=O)Nc3c(C)cccc3C)ccc21,-0.8,0.3,-0.7,-8.4,-2.5,0.7,-0.8,6.0,16.9
COc1ccc(-c2c(C#N)c(N)nc3c2CCc2ccccc2-3)cc1OC,-1.1,7.2,-1.0,-0.5,-1.0,33.1,-0.1,3.0,9.3
CC(C)(C)C(=O)Nc1ccc(C(=O)Nc2cccc(Oc3ccc(C(=O)O)c(C(=O)O)c3)c2)cc1,-0.3,11.6,3.4,-0.6,-0.7,0.1,-0.1,1.9,8.5
CC1(c2ccccc2)NC(=O)N(CC(=O)N2CCN(S(=O)(=O)c3cccs3)CC2)C1=O (centres undefined),-5.7,4.0,-3.0,5.8,2.8,-4.8,0.0,-2.5,0.4
COc1ccccc1Oc1ccc(-c2cnc3ccccc3n2)cc1[N+](=O)[O-],-5.1,-16.2,0.6,-5.3,3.0,-5.8,0.2,-1.4,5.5
Cc1ccc(S(=O)(=O)/N=C(/Sc2ccccc2C(=O)O)c2ccccc2)cc1,-2.9,-11.7,0.7,-9.6,-0.3,10.4,0.0,-1.7,-2.8
Cc1cccc(OCC(O)CN2CCN(C3CCCCC3)CC2)c1 (centres undefined),3.0,12.5,-0.6,1.5,-5.1,2.9,-0.1,-1.0,-2.5
Cc1ccc(S(=O)(=O)CCc2nc3ccccc3s2)cc1,1.1,-3.6,1.1,-12.2,-1.4,-40.0,0.0,-0.9,9.3
C=CCNCCCCOc1ccc(C)cc1[N+](=O)[O-],3.9,-2.2,3.7,-18.2,-4.3,2.6,-0.1,-1.1,-6.0
COc1ccc(/C=C/c2c(-c3ccc(OC)cc3)oc3ccc(-c4ccc(OC)cc4)cc23)cc1,-3.3,3.5,1.0,-2.3,-1.3,13.0,-0.2,1.8,-12.2
COC(=O)c1cc(C)sc1NC(=O)CCCC(=O)O,-0.6,-5.3,2.1,2.7,0.4,7.2,0.0,1.8,-1.6
Cc1cc(C)cc(NC(=O)CCc2c(C)nn(-c3ccc(N4CCOCC4)nn3)c2C)c1,-3.3,-2.0,-0.6,7.6,-3.1,-1.2,0.1,-1.9,9.3
O=S(=O)(NCCc1cn2ccccc2n1)c1ccc2c(c1)CCCC2,3.5,2.9,-5.6,-4.1,0.2,-5.5,0.2,-1.4,-2.2
COc1ccc2cc(OCC(=O)NNC(=O)Nc3ccc(OC)c(OC)c3)ccc2c1,-2.0,-1.3,2.9,7.5,-0.6,23.3,-0.1,-2.2,2.2
C/C(=N\Nc1nc(N)cc(Cl)n1)c1ccc(Cl)c(Cl)c1,-0.2,-14.5,1.5,-6.0,0.7,21.9,0.0,-1.1,2.8
CC(=O)Nc1ccc(S(=O)(=O)N2CC(=O)NC(=O)C2)cc1,-2.3,13.6,-1.4,1.6,-1.4,7.0,0.1,0.3,-4.8
CC1C[C@@]2(NC(=O)NC2=O)C(C)CN1C (some centres undefined),-1.6,0.1,-1.3,-4.2,-2.2,-0.4,0.0,2.9,-1.2
CCCCN(CCCNC(=O)Cn1nc(CC)n2c(cc3sc(C)cc32)c1=O)Cc1ccccc1,-2.1,-8.3,1.6,-14.6,-3.1,3.6,-0.3,-2.5,-3.5
Cc1cccc(N2CCN(CC(=O)N(C)Cc3ccccc3)CC2C)c1 (centres undefined),3.3,6.9,0.5,-9.5,3.7,1.7,-0.1,-0.4,-1.9
Cc1cc(C)n2nc(CC(=O)NCc3ccccc3Cl)nc2n1,-3.0,2.9,0.3,-3.4,-0.1,-6.4,-0.1,5.8,1.8
Cc1cccc(N(C(=O)c2csnn2)C(C(=O)NCc2ccccc2)c2ccncc2)c1 (centres undefined),1.0,-1.1,1.8,-5.2,-2.0,-3.0,-0.1,0.7,-11.8
O=C(NC1(Cc2ccccc2)CCN(CCc2cccs2)C1=O)c1ccccc1 (centres undefined),-5.6,nt,-1.3,5.9,nt,4.3,0.0,nt,nt
CC1CCCC(NC(=O)C2CCN(S(=O)(=O)N3CCCCC3)CC2)C1C (centres undefined),2.6,-8.3,1.0,11.0,-0.6,0.5,0.0,0.5,0.5
COc1ccc(-c2nn3cnnc3s2)cc1OC,-0.8,11.4,2.9,-10.8,-3.4,17.6,-0.1,1.3,-2.9
S=C(Nc1ccc(Cl)cc1)NC1CCCCC1,-1.0,2.8,1.1,2.2,-3.9,10.2,-0.1,-4.6,-2.6
CSCCC(NC(=O)c1ccccc1Br)C(=O)N1CCC(C)CC1 (centres undefined),6.8,10.3,-1.9,10.8,1.4,-1.4,0.0,-1.4,2.9
CCOC(=O)C1=C(c2ccccc2)N2CCS(=O)(=O)N=C2S1,-1.9,2.9,3.9,14.7,-6.6,18.9,0.1,2.5,-2.6
O=C(CN1CCN(Cc2ccccc2)CC1)NC(=O)NCc1ccco1,2.8,-4.1,1.6,17.2,1.9,-2.5,0.1,1.4,3.8
COc1cc(OC)cc(-c2c(-c3cccs3)c3cc(-c4cnc(OC)nc4)ccc3n2C)c1,-0.6,nt,2.4,5.9,nt,5.7,0.4,nt,nt
COC(=O)[C@@H]1C(c2ccccc2)(c2ccccc2)[C@@]1(C)C(=O)OC,-0.9,4.6,3.2,11.0,1.3,5.5,0.2,-2.1,-2.2
COc1cc(CNCc2ccc3c(c2)OCO3)c([N+](=O)[O-])cc1OC,1.2,-1.8,3.2,-23.2,0.4,7.9,-0.1,-1.4,-3.8
CC1(OC(=O)CCc2ccccc2)C(=O)C=C2C=C(c3ccc(C#N)cc3)N(Cc3ccccc3)C=C2C1=O (centres undefined),10.6,-0.5,3.5,-1.1,2.3,26.9,-0.3,2.1,20.3
C[C@H]1CC[C@]2(O[C@H](CCO)C[C@H](O)[C@H]2O)O1,-4.7,3.7,0.7,7.9,-1.6,-2.4,-0.2,0.0,-9.4
